# Furin inh – inhibitors of human furin | purified furin, fluorogenic substrate cleavage | 0.061% of 220,000 active | P09958 | inhibition, % at 30 µM; in the data active = inhibition above about 25%; note: inactives centre near -15
# Calpain2 inh – blocks pig calpain II enzyme activity | purified calpain II, fluorogenic peptide substrate, 30 min | inhibition, % at 16 µM | 0.37% of 220,000 active | AID 1236;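 active = inhibition above about 50%, limit read from the data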
# KCC2 mod – modulators of human KCC2 chloride dependent transport | Q9H2X9 | KCC2 cells, thallium flux FluoZin-2 fluorescence | AID 1456 | 2.2% of 190,000 active | B-score of Tl+ flux slope (higher = more flux/activation; lower = inhibition) at 10 µM;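 active = thallium flux slope and its plate-corrected score both differing from the plate sample mean at a set confidence after two filtering rounds, in either direction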;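 note: slope of fluorescence scaled to starting intensity during 10 to 20 s after thallium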
# Target sequence (Q9H2X9 whole entry, looked up): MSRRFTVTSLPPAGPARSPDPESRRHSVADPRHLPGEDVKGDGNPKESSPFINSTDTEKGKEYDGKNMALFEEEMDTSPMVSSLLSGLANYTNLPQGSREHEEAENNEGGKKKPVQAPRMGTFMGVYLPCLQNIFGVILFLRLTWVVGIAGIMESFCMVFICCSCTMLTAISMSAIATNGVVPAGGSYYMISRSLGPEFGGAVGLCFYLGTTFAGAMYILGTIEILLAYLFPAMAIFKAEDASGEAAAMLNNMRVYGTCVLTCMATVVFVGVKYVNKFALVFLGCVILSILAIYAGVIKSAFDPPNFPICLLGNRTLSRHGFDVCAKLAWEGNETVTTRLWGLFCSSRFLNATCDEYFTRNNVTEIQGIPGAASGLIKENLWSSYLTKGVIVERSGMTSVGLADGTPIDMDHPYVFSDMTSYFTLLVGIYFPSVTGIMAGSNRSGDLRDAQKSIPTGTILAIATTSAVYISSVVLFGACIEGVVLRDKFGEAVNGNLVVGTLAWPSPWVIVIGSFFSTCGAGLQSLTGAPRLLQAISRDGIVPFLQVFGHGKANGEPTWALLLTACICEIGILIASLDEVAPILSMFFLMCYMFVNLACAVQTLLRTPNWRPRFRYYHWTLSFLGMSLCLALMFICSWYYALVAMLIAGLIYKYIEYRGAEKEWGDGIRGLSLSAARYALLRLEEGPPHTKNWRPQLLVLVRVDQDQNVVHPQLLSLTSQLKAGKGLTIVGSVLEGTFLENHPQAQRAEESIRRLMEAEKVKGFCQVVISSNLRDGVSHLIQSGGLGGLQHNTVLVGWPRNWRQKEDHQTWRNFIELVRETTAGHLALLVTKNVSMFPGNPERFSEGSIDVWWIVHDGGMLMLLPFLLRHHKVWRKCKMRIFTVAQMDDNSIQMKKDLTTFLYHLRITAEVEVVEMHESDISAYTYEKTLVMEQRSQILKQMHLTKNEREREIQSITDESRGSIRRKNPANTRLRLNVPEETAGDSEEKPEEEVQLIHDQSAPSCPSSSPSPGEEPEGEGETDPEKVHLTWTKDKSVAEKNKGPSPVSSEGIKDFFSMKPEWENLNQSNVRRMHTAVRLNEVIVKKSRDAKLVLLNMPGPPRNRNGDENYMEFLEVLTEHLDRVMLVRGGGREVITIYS
# thrombin 1536 – thrombin (human) inhibition; inhibition, % at 5 µM; 0.26% of 220,000 active; alpha-thrombin, Boc-VPR-AMC fluorogenic substrate cleavage; AID 1046;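 active = inhibition at or above 40%; inactive = inhibition below 40%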;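 note: 0% = enzyme with no compound and 100% = wells without enzyme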
#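 Material: human alpha-thrombin enzyme / Medium: pH 7.5 Tris (50 mM) with NaCl 150 mM, Tween 20 0.05% / Compound: single-point dosing at 5 µM, 0.2% DMSO / Incubation: enzyme reaction carried out at room temperature / Detection: AMC fluorescence, 355/460 nm / Read-out basis: percent inhibition scaled between no-compound controls and no-enzyme blanks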
# FXIIa inh – blocks human coagulation factor XIIa protease activity | purified FXIIa, Boc-QGR-AMC fluorogenic substrate, 2 h | inhibition, % at 5 µM | 0.3% of 220,000 active | AID 800; in the data active = inhibition above about 40%;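 note: 0% = enzyme with no compound and 100% = blank without enzyme; many of its hits are not listed in these tables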
# FXIa inh 1536 – blocks human coagulation factor XIa protease activity. purified FXIa, Boc-Glu-Ala-Arg-AMC fluorogenic substrate. inhibition, % at 5 µM. 0.14% of 220,000 active;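 active = inhibition of at least 40%; inactive = inhibition below 40%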;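 note: fluorescence of freed AMC excited at 355 nm; 0% = enzyme without compound and 100% = no enzyme blank; many of its hits are not listed in these tables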
# Rad51 HR inh – Rad51 (human) homologous recombination inhibition; Q06609; hRad51 DNA strand exchange, fluorescence dequenching; inhibition, % at 10 µM; 0.085% of 200,000 active; AID 1385;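 active = inhibition above 40% at the single screening dose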;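 note: 0% = DMSO control wells and 100% = blanks with heterologous ssDNA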
#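 Assay system: Human Rad51 nucleoprotein filaments preassembled on unlabelled ssDNA | Reagent: Donor/quencher-labelled 47-bp dsDNA substrate | Doses: One concentration, 10 µM final | Times: 37 °C 15-min filament assembly, 30-min compound preincubation, 15-min exchange | Technique: Fluorescein emission 520 nm, excitation 485 nm | Benchmarks: Plate control and blank wells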
# PERK inh – human PERK inhibition, primary cell-based screen | Q9NZJ5 | CHO PERK-DD fusion, SEAP luminescence translation reporter | inhibition, % at 5.6 µM | 0.17% of 220,000 active | AID 1416;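 active = inhibition above the mean inhibition of all tested compounds plus 3 SD, set separately per screening campaign, cut at about 2.9% in these data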;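 note: PERK kinase domain activated by AP20187 dimerizer at 100 nM; 0% = DMSO with dimerizer and 100% = rapamycin at 8.4 µM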
# hK5 inh – blocks human kallikrein 5 protease activity; recombinant hK5, fluorogenic AMC substrate cleavage; inhibition, % at 5 µM; Q9Y337; 0.59% of 210,000 active;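 active = inhibition of 40% or more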;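 note: 0% = enzyme controls without compound and 100% = no-enzyme blanks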
# * marks the source's active call; other numbers are inactive results; . = not tested or not shown; [ ] = another dose, or the depositor's remark. Some of the compounds tested; count on the stated rates, not on these rows.
SMILES,Furin inh,Calpain2 inh,KCC2 mod,thrombin 1536,FXIIa inh,FXIa inh 1536,Rad51 HR inh,PERK inh,hK5 inh
O=[N+]([O-])c1ccc(Cl)c(S(=O)(=O)NCC2CCCO2)c1 (stereo unspecified),-23.2,28.4,0.719,-9.6,-1.9,-10.0,-2.5,-0.4,-9.1
CCCN1CCN(C(c2cc3cc4c(cc3[nH]c2=O)OCO4)c2nnnn2C(C)(C)C)CC1 (stereo unspecified),-5.7[20 µM],-200.2,-0.0381,-8.4,-0.3,-5.3,3.8,1.5,6.5
CCN(C(=O)CN1CCN(c2ccccc2)CC1)c1c(N)n(Cc2ccccc2)c(=O)[nH]c1=O,-26.7,-12.8,1.36,2.3,8.4,-0.3,-9.7,1.7,4.2
COc1ccc(CCN(C(=O)Cn2nnc3ccccc32)C(C(=O)NCC2CCCO2)c2ccncc2)cc1OC (stereo unspecified),-15.3,12.4,.,-4.9,3.6,-3.7,5.0,1.1,-3.4
Cc1nc(Nc2nc(-c3ccccc3)cc(=O)[nH]2)nc2ccccc12,-28.1[20 µM],.,-0.0472,.,.,.,1.2,-1.2,.
Cc1cc(C)n(-c2nc3ccccc3c(=O)n2OC2CCCCC2)n1,-28.5,10.7,1.04,1.6,23.8,9.6,6.3,-0.3,-6.7
COc1nc(-c2ccccc2)ccc1-c1noc(-c2cccnc2)n1,-16.5,-42.8,.,3.2,19.6,1.0,-0.1,0.4,-3.7
CCCCOC(=O)c1ccc(NC(=O)C(=O)NCCN(C)C)cc1,-23.2,10.1,0.167,2.1,6.0,1.3,6.7,0.2,3.0
N#CCCN(C(=O)COc1ccc(C#N)cc1)c1ccc(F)cc1,-27.0,7.5,0.325,-3.8,8.1,-1.6,-7.4,0.7,17.7
COc1ccc(-c2ccc(-c3nnc(-c4cc(OC)ccc4OC)o3)cc2)cc1,-51.3,-379.0,-0.549,-10.8,-18.4,-23.1,.,1.1,-184.2
CN(CC(=O)O)S(=O)(=O)c1ccc2c(c1)NC(=O)CC(=O)N2,-17.9,4.8,-0.989,-7.3,-2.2,-6.0,5.7,1.3,-4.1
Cc1cc(Cl)ccc1NC(=S)N1CCC(C(N)=O)(N2CCCCC2)CC1,-17.3,13.8,0.086,-6.0,9.9,3.9,-0.1,0.0,-7.6
CCc1c(C)nc2ncnn2c1N1CCC(C(=O)NCc2ccc3c(c2)OCO3)CC1,-13.9,-1.0,-1.16,-8.4,19.4,0.6,-11.5,-1.2,-7.2
CC(=O)Nc1ccc(/C(C)=N/NC(=O)CN(c2ccccc2Br)S(C)(=O)=O)cc1,-9.4,11.6,-0.595,0.3,12.3,4.9,1.1,0.6,-17.6
COc1cc2nc(C3CCC3)n(NC(=O)C3CCCC(OC)C3)c(=O)c2cc1OC (stereo unspecified),.,-13.2,.,-5.5,1.0,-4.5,.,.,-11.2
O=C(NCC1CCCO1)c1cccc(Br)c1 (stereo unspecified),-12.0[20 µM],-15.5,0.0283,-1.6,10.9,-1.7,2.8,0.5,-9.9
O=C(Cc1n[nH]c(=O)[nH]c1=O)N/N=C/CCc1ccccc1,-27.4,-18.9,0.354,-1.2,5.2,-2.9,13.8,0.3,-1.2
CCn1c(CSc2ncccn2)nnc1SCC(=O)N1CCCCC1,-25.5,-28.4,0.883,-6.8,1.1,-3.9,-2.3,1.2,-2.6
Cc1nn(C)c(C)c1NC(=O)CC12CC3CC(CC(C3)C1)C2,-22.1,11.4,0.26,-1.2,8.1,-3.5,-5.8,0.6,2.5
Cc1ccc(C2CCN(C(=O)Nc3ccccc3)C2)cc1 (stereo unspecified),-30.9,.,-1.47,-2.3,-19.0,-21.6,3.1,1.0,-22.4
O=C(CCn1c(=O)sc2ccccc21)Nc1nccs1,-15.1[20 µM],-10.4,-0.362,2.9,12.5,10.1,1.5,-0.5,-6.6
CCN(CC)C1CCN(C(=O)CCc2nnc(CCc3ccccc3)o2)C1 (stereo unspecified),-19.0,-25.4,.,-1.5,3.9,-1.0,.,0.5,-17.1
Cn1c(=O)oc2cc(S(=O)(=O)N3CCCC(C(=O)N4CCn5c4nc4ccccc45)C3)ccc21 (stereo unspecified),-7.5,-10.4,0.756,2.5,21.1,5.9,-1.6,0.0,-3.0
C1=C(c2ccc(-c3ccccc3)cc2)Nc2ncnn2C1c1ccco1 (stereo unspecified),-19.4,-315.3,-1.77,-5.7,-10.5,-11.8,-45.2,0.6,-152.8
Cc1ccccc1N/C(SCc1ccc(Cl)cc1)=C(/C#N)C(N)=O,-18.8,5.5,0.338,-0.1,11.5,14.7,4.5,-0.2,-1.8
COc1ccc(NCc2ccccc2[N+](=O)[O-])cc1OC,-26.7,-15.8,-0.833,-2.5,18.5,32.3,-0.3,-0.2,11.0
O=C(O)CC12CC3CC(C1)CC(n1ncc(NCc4ccc5c(c4)OCO5)c(Cl)c1=O)(C3)C2,-21.3,-18.1,-0.581,-0.8,-1.2,-6.5,19.7,0.2,-15.6
Cn1nc([N+](=O)[O-])c(C(C#N)c2nc3ccccc3n2C)c(Cl)c1=O (stereo unspecified),-15.4,-62.9,-1.28,2.0,7.7,5.7,-22.6,0.5,-15.7
Nc1nnc(CSc2ccc(Cl)cc2)s1,-35.9,13.9,.,4.1,0.8,0.9,-4.8,1.9,6.8
Cc1cccc(NC(=O)c2ccc([N+](=O)[O-])o2)c1,-18.2,6.6,-0.0536,-6.7,3.3,-8.6,6.8,-1.0,-2.6

# Of the compounds above, these contain a furan ring, fused or not:
SMILES,Furin inh,Calpain2 inh,KCC2 mod,thrombin 1536,FXIIa inh,FXIa inh 1536,Rad51 HR inh,PERK inh,hK5 inh
C1=C(c2ccc(-c3ccccc3)cc2)Nc2ncnn2C1c1ccco1 (stereo unspecified),-19.4,-315.3,-1.77,-5.7,-10.5,-11.8,-45.2,0.6,-152.8
Cc1cccc(NC(=O)c2ccc([N+](=O)[O-])o2)c1,-18.2,6.6,-0.0536,-6.7,3.3,-8.6,6.8,-1.0,-2.6

# (cont.)
SMILES,Furin inh,Calpain2 inh,KCC2 mod,thrombin 1536,FXIIa inh,FXIa inh 1536,Rad51 HR inh,PERK inh,hK5 inh
CCCCn1ccnc1C(=O)c1ccc(S(=O)(=O)N2CCCC2)cc1,-8.8,-9.3,-0.433,-6.8,1.3,-5.1,6.0,-1.6,-4.3
Cc1cc(SCC(=O)NN=C2CCN(C(C)C)CC2)c(C)cc1Br,-13.7,7.9,0.687,-0.8,10.0,8.8,-5.8,-0.1,-15.0
COc1ccc(CCNC(=O)c2ccncc2)cc1OC,-9.0[20 µM],-12.0,-0.0359,-1.0,21.6,9.4,-10.4,-0.3,10.1
COc1ccc(-c2cc(C(=O)O)c3ccccc3n2)c(OC)c1,-3.0,-160.7,-0.821,3.0,6.6,7.3,.,0.2,-18.0
COC(=O)[C@@H]1C[C@@]2(O)[C@@H](O)[C@@H](O)[C@@H](O)C[C@H]2N1CC1CCCCC1,-7.3,32.6,0.209,4.0,6.0,3.1,4.1,.,4.4
CCOC(=O)CC(=O)CSc1nnc2c(n1)[nH]c1ccccc12,-3.8,16.1,0.561,5.4,22.9,2.4,0.1,0.8,-8.1
COc1ccc(CN2C(=O)/C(=C/c3ccncc3)SC2=S)cc1,-19.7,-12.8,0.567,-3.6,1.7,3.5,-6.8,-0.5,-4.8
COc1cccc(/C=N/NC(=O)Cn2ccnc2C)c1,-16.3,-4.4,-0.0897,-6.9,2.9,-3.8,.,0.3,-23.4
CC(CCc1ccccc1)NC(=O)COC(=O)c1ccccc1O (stereo unspecified),-13.4,-14.8,-0.207,-9.2,10.7,3.8,2.8,0.8,0.3
CCNC(=S)NNC(=O)CSc1nc2ccccc2[nH]1,-31.0,8.6,0.0586,-0.1,4.0,-1.2,3.6,0.9,2.2
Cc1ccccc1NC(=O)C1Cc2ccccc2C(=O)O1 (stereo unspecified),-24.6[20 µM],-0.4,0.466,0.8,2.5,-0.5,9.2,0.6,0.9
Cc1cccc(Nc2nnc(SCC(=O)NC3CCCc4ccccc43)s2)c1C (stereo unspecified),-8.0,-3.0,-0.359,-9.5,-2.1,-11.1,-21.2,0.8,-6.5
CCCNS(=O)(=O)c1ccc(N2CCCC2=O)c([N+](=O)[O-])c1,-18.0,25.8,1.36,-6.0,16.0,17.8,-3.1,0.2,-10.9
CC1=C(C(=O)OCc2ccc3c(c2)OCO3)C(c2ccc(F)cc2)NC(=O)N1 (stereo unspecified),-10.2,-6.1,.,3.7,16.2,3.6,0.9,-0.5,-3.4
COc1cc2[nH]c(=O)n(Cc3ccccc3Cl)c(=O)c2cc1OC,-18.4[20 µM],-1.2,-0.41,4.3,1.8,2.9,2.5,0.0,3.5
Cc1c(C(=O)NC(C(C)C)C(C)C)cccc1[N+](=O)[O-],-24.0,1.9,-0.719,1.7,13.4,2.2,.,0.3,-2.3
COc1ccc(N=c2oc3ccc(OC)cc3cc2-c2nc3ccccc3[nH]2)cc1,0.8[20 µM],-21.1,0.744,4.2,8.6,11.9,5.4,-1.4,3.6
Cc1cc(C)cc(N(C(=O)c2csnn2)C(C(=O)NC(C)(C)C)c2cccnc2)c1 (stereo unspecified),6.8,-9.3,-0.0481,-10.0,9.9,-1.7,-0.1,0.0,0.7
CC1CCCC(C)N1C(=O)c1cccc2c1-c1ccccc1/C2=N/O (stereo unspecified),21.8[20 µM],-0.1,-0.114,3.5,16.7,10.1,2.4,0.0,-8.7
CCSc1nnc(NC(=O)CSC2=NN3CCCC(=O)N=C3S2)s1,-11.2,20.1,-1.46,1.1,6.7,-0.4,12.8,0.6,-5.6
Cc1cc2ncn(CC(O)COC3CCCCC3)c2cc1C (stereo unspecified),-15.2,15.9,0.104,-5.7,-11.1,-12.0,8.8,-1.3,0.6
Fc1ccc(-c2nc3ccccn3c2NCc2ccc3c(c2)OCO3)cc1,-33.5,-461.1,0.725,-20.6,4.6,-8.9,-1.3,0.2,-6.9
CCC(CC)C(=O)Nc1ccc(Sc2ccc([N+](=O)[O-])cc2)cc1,-13.0,32.7,0.649,-3.1,15.2,7.6,-3.3,0.8,-3.9
Cc1ccc(C)c(Cn2c(=O)n(-c3ccc(CC(=O)NCc4ccco4)cc3)c(=O)c3sccc32)c1,-5.6,-64.9,0.0563,-8.1,3.1,-3.1,1.8,-0.1,-13.9
O=C(Nc1ccc([N+](=O)[O-])cc1)c1nc[nH]c1C(=O)NC1CCCCC1,-11.5,-8.1,0.833,-6.2,6.1,-0.8,-7.6,-0.5,-29.3
Cc1cc(/C=N/n2cnnc2)c(C)n1-c1ccc(Cl)cc1,-6.8,24.8,-0.0981,-8.2,-6.5,-10.9,13.4,-0.3,-8.3
COc1ccc(C(=O)CSc2[nH]c(=O)cc(C(F)(F)F)c2C#N)cc1,2.1,6.1,.,-5.9,0.8,-2.3,-3.1,1.2,-4.5
O=C(c1cc2n(n1)C(C(F)(F)F)CC(c1ccco1)N2)N1CCN(c2ccccn2)CC1 (stereo unspecified),-10.7,6.2,-0.532,-0.8,8.0,-12.2,0.6,-0.7,-18.9
Cc1csc(NC(=O)CSc2nnc(NC(=O)COc3ccc(Cl)cc3)s2)n1,-0.2,-6.0,-0.22,-5.3,-0.9,-5.1,-4.4,0.3,-7.5

# Assay outcomes: PubChem, several laboratories
